Abeta rescue = compounds reversing amyloid beta toxicity in yeast; yeast expressing A-beta42, growth rescue, OD600, 48 h; response scale: 0% DMSO, 100% iron-clioquinol control; Potency, µM (series often up to 46.1 µM), for inactives: at the top dose growth rescue, actives largely listed as activators; hit rate 0.063% among 410,000; AID 1347071; further: potency means the concentration at half of the fitted maximal effect; nearly all actives have a fitted effect of over 55% in size
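Growth rescue measured by 600 nm absorbance after 48 h yeast culture at 30 C with compound. Values normalized between DMSO and an equimolar ferric chloride plus clioquinol control.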
GLP-1R inv ag = GLP-1 receptor (human) inverse agonism; P43220; HEK293 GLP-1R CRE-luciferase, luminescence, 24 h; GLP-1R form is constitutively active; Potency, µM (highest dose often 38.3 µM), for inactives: at the highest dose activity change, negative = inhibition, most hits filed as inhibitors; hit rate 1.6% among 410,000; AID 624417; further: potency means the concentration at half of the fitted maximal effect; on the % scale 0 is the no-effect control and ±100 the full control effect; nearly all actives have a fitted effect of over 55% in size
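Cells are plated, allowed 12 hours at 37 deg C, then treated with compounds for 24 hr before luciferase detection reagent is added and luminescence is read after 12 min at room temperature. The HEK293 line carries constitutively active GLP-1R with a cAMP-responsive reporter.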
pAkt inh = blocks phosphorylation of Akt. hit rate 0.32% among 360,000. Neuro2A IGF-stimulated pAkt S473 HTRF, 20 min; stronger effect = lower value. activity change, % for hits at 50 µM; in the data active means activity change below about -80%; inconclusive means mostly about -51% to -80%; further: on the % scale 0 is the no-effect control and ±100 the full control effect
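Neuro2A cells in DMEM with 0.5% FBS, overnight at 37 deg C, given compound at single 50 µM final, then IGF (6 nM final) for 20 min at 37 deg C. Lysed; phospho-Akt Ser473 by HTRF after 24 h, 665/615 ratio.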
aSyn rescue = inhibitors of alpha-synuclein toxicity in yeast; hit rate 0.14% among 370,000; AID 652106; Yeast expressing alpha-synuclein, growth rescue, BacTiter-Glo, 24 h; Potency, µM (doses to about 46.1 µM), inactives show at the top dose growth rescue (activation), hits mostly activators; further: potency means the concentration at half of the fitted maximal effect; % of control where 0% means no effect; nearly all actives have a fitted effect of over 65% in size
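Galactose-induced alpha-syn yeast (OD600=0.02, raffinose-pregrown) + pinned cpd, 24 hr, 30 deg C; growth by BacTiter-Glo luminescence. Growth restoration scores as activation.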
FUS yeast rescue = rescues growth of FUS-expressing yeast | S. cerevisiae FUS-expressing, growth rescue, OD600, 24 h | hit rate 0.24% among 390,000 | Potency, µM (series often up to 76.6 µM), without a hit: at the highest dose growth rescue (activation), most hits filed as activators;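 further: potency means the concentration at half of the fitted maximal effect; plate controls were DMSO vehicle for no effect and reference control for full effect; nearly all actives have a fitted effect of over 55% in size; some results filed as inactive show a strong effect at the top dose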
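FUS-expressing yeast, raffinose-pregrown, induced in 2% galactose minimal medium at OD 0.005; compounds in a dilution series, 24hr at 30C. Growth restoration read as absorbance at 600 nm. CP55940 positive control, DMSO negative.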
TDP-43 yeast inh = inhibitors of TDP-43 toxicity in yeast; TDP-43 expressing yeast growth rescue, BacTiter-Glo, 24 h; Potency, µM (series often up to 46.1 µM), for inactives: at the top dose growth rescue (activation), actives largely listed as activators; hit rate 1.8% among 410,000; AID 652104; further: potency means the concentration at half of the fitted maximal effect; % of control where 0% means no effect; nearly all actives have a fitted effect of over 50% in size
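Readout is BacTiter-Glo luminescence of cell growth, so inhibitors register as activators. TDP-43-expressing yeast at OD600=0.02 in galactose medium, after raffinose pregrowth to mid-log, were incubated with compound for 24 hr at 30 deg C.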
PTHR1 agonist = agonists of human PTHR1 parathyroid hormone receptor. Q03431. HEK293 GP2 PTHR1 cells, GloSensor cAMP luminescence, 1 h. Potency, µM (highest dose often 115 µM), without a hit: at the top dose activation, hits mostly activators. hit rate 0.075% among 410,000. AID 743266; further: potency means the concentration at half of the fitted maximal effect; nearly all actives have a fitted effect of over 55% in size; some results filed as inactive show a strong effect at the top dose; inactives centre near -15; many of its hits are not listed in these tables
Target sequence (Q03431 whole entry, looked up): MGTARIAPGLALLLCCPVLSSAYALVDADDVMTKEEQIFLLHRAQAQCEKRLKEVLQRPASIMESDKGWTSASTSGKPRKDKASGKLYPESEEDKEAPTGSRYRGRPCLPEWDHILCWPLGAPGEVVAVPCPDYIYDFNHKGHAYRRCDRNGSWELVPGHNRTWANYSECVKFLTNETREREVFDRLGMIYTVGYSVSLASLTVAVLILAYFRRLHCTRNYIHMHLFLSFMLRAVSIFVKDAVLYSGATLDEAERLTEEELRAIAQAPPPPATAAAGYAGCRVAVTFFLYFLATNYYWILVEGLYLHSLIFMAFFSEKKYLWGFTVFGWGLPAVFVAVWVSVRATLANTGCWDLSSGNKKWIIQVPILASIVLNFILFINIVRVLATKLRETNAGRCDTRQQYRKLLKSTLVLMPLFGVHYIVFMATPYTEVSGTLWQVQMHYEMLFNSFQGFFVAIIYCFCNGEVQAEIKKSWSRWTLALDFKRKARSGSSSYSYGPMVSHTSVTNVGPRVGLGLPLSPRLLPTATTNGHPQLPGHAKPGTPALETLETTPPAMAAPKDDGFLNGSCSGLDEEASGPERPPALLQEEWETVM
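HEK-293-derived GP2 cells expressing PTHR1 and a GloSensor cAMP reporter, 3,000/well, plated overnight, given luciferin plus IBMX (each 0.5 mM as added) for 1 h at 37 °C, then compound for 1 h at 37 °C. Luminescence was read after 15 min at room temperature.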
GLP-1R agonist = activates the human GLP-1 receptor. hit rate 0.007% among 380,000. Potency, µM (series often up to 45.6 µM), for inactives: top-dose activation, actives largely listed as activators. HEK293 GLP-1R CRE-luciferase, luminescence, 4-6 h; cells express a hypersensitive GLP-1R form; further: potency means the concentration at half of the fitted maximal effect; % of control where 0% means no effect
DRD3 antagonist = blocks the human D3 dopamine receptor. D3R cells, DiscoveRx beta-arrestin luminescence, antagonist mode; stronger effect = lower value. P35462. max response, negative = inhibition, %. hit rate 2.5% among 360,000; in the data active means max response below about -50%; inconclusive means no clear call, values can overlap the other calls; further: on the % scale 0 is the no-effect control and ±100 the full control effect; mostly tested at two doses, the higher about 12 µM
Target sequence (P35462 whole entry, looked up): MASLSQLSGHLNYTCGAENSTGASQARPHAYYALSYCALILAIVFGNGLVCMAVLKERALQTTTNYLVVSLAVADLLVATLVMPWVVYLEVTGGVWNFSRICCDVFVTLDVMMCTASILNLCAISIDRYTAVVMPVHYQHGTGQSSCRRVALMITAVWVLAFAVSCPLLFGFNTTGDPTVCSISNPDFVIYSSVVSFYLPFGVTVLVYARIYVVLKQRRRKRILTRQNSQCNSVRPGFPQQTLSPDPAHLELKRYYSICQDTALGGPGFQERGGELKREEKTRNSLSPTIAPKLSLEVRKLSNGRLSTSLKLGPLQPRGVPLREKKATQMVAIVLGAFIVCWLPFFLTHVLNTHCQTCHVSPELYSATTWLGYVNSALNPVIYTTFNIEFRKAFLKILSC
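Cells plated overnight at 1500 cells/well, then exposed to library compounds with dopamine controls for 90 minutes at 37 degrees C. DiscoveRx reagent added for 30–60 minutes at room temperature; luminescence read, quantitative HTS format.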
Starred values were filed as active, the others as inactive; i = inactive; ? = inconclusive; . = no result given; & = joins results of further samples; [ ] = another dose, or the depositor's remark. Unless noted, the call rests on the fitted dose curve; in most records, active means well fitted curve in the direction sought with a large enough effect; inconclusive means small, poorly fitted or top-dose-only effect, or another doubt; inactive means no such curve, though single readings can be large; an effect the other way counts as inactive or inconclusive. These rows are one share of the data; rates above refer to the full screens.

nr	SMILES	Abeta rescue	GLP-1R inv ag	pAkt inh	aSyn rescue	FUS yeast rescue
1	COCCN(CC(=O)Nc1cccc(C)c1)S(=O)(=O)c1ccc(S(=O)(=O)N2CCCC2)cc1	-16%	5%	i	-4%	25%
2	CC(=O)Nc1ccc(SCC(=O)O)cc1	6%	-13%	i	-2%	-14%
3	O=C(OCC#CCSc1nnc(-c2cccc3ccccc23)o1)c1ccc(F)cc1	10%	.	.	.	5%
4	O=c1c2c(nc3cc(-c4ccccc4)[nH]n13)CCS2	-15%	5%	i	-12%	.
5	Cc1cc(NC(=O)COC(=O)c2oc3c(ccc4ccccc43)c2C)no1	0%	-1%	i	-7%	.
6	O=C(CSc1nnc(CNC(=O)c2ccccc2)o1)NCC1CCCO1 (stereo unspecified)	9%	-1%	i	-1%	8%
7	CCCCNC(=O)c1nc(-c2ccncc2)oc1-c1ccccc1	-3%	29%	i	-7%	-28%
8	Cc1cc(C(F)F)n2nc(C(=O)Nc3ccc(S(=O)(=O)N4CCCCCC4)cc3)nc2n1	-1%	4%	i	0%	15%
9	CCC(C#CCN1CCCCC1)(CC)OCCC#N	-12%	0%	i	-6%	7%
10	CCOC(=O)c1c(-c2ccc(-c3ccccc3)cc2)csc1NC(=O)CCC(=O)O	7%	2%	i	6%	-11%
11	Cc1ccc(S(=O)(=O)N2CCC(C(=O)Nc3nnc(-c4ccc(F)cc4)s3)CC2)cc1	-6%	5%	i	-3%	5%
12	Cc1ccc(NC(=S)NC(=O)c2ccc(-c3ccccc3)cc2)cc1	6%	-24%	i	1%	0%
13	CN(CC(=O)Nc1cccc2ccccc12)c1ccc(S(=O)(=O)N2CCOCC2)cn1	10%[9.22 µM]	?	i	2%	-41%
14	COc1ccc(Cl)cc1NC(=O)CCc1nnc2ccc(N3CCN(C)CC3)nn12	6%	9%	i	-2%	17%
15	COc1ccc(/C(C#N)=C/c2c(-c3ccc(Cl)cc3)nc3c(C)cccn23)cc1	-14%	12%	i	-20%	-16%

nr	TDP-43 yeast inh	PTHR1 agonist	GLP-1R agonist	DRD3 antagonist
1	-18%	-3%[57.5 µM]	-1%	-1
2	0%	-2%	0%	5
3	.	i	-4%	.
4	-1%	-24%	8%	-3
5	-6%	i	-1%	6
6	-16%	-18%	6%	8
7	0%	-8%	10%	33
8	2%	i	-8%	-12
9	-11%	i	-20%	-56*
10	7%	-14%	2%	-1
11	-2%	i	0%	-14
12	19%	-7%	13%	-11
13	4%	i	0%	4
14	-20%	-10%	13%	-14
15	-3%	i	0%	-4

Further records follow.
nr	SMILES	Abeta rescue	GLP-1R inv ag	pAkt inh	aSyn rescue	FUS yeast rescue
16	Cc1nc(NCc2ccccc2)c2cc[nH]c2n1	5%	61%[activator]	i	3%	-23%
17	O=C(NC(=O)N1CCN(c2ccccc2F)CC1)c1ccccc1	-3%	3%	i	19%	-11%
18	C=CCOc1ccc(C=NNc2ccc(S(=O)(=O)Nc3ccccc3C(=O)O)cc2[N+](=O)[O-])cc1OC	-1%	4%	i	0%	-14%
19	CCCS(=O)(=O)N1CCN(C(=O)COc2ccc(OC)cc2)CC1	-5%	-23%	i	0%	-2%
20	O=C(NNC(=O)c1ccc([N+](=O)[O-])cc1)c1ccc(F)cc1	-5%	12%	i	3%	-5%
21	CC(CCc1ccccc1)NC(=O)Cc1ccc([N+](=O)[O-])cc1 (stereo unspecified)	12%	-26%	i	-2%	.
22	O=C(CSc1nnnn1-c1ccc(C(=O)O)cc1)NC1CC1	-3%	6%	i	2%	-8%
23	CCc1nc2ccc(C(=O)N3CCN(c4cccc(Cl)c4)CC3)cc2nc1CC	2%&-5%	?	i	4%	?
24	COc1ccc(CCNC(=O)CSc2nnc(Cc3csc(N)n3)n2C)cc1OC	23%[9.22 µM]	-2%	i	1%	-27%
25	O=C(CSc1n[nH]c(-c2ccco2)n1)N1c2ccccc2Sc2ccccc21	-2%	0%	i	-9%	12%
26	CCOc1c(Br)cc(C(N)=O)cc1OC	-4%	-4%	i	-2%	-1%
27	O=C(Nc1ccccc1Cl)N1CCN(c2ccc3nnc(-c4ccc(F)cc4)n3n2)CC1	0%	16%	i	9%	.
28	COc1ccc(C(=O)NC(=S)N2CCN(c3ccc([N+](=O)[O-])cc3)CC2)cc1	?	?	i	-6%	.
29	CCn1c(SCC(=O)NNC(=O)c2ccc(C)cc2)nnc1-c1ccncc1	14%	-30%	i	2%	-4%
30	CC1=C(C(=O)N(C(C)C)C(C)C)CC(CC(=O)NCCCN(C)C)C(=O)N1CCC1=CCCCC1 (stereo unspecified)	-7%	18%	i	?	5%

nr	TDP-43 yeast inh	PTHR1 agonist	GLP-1R agonist	DRD3 antagonist
16	5%	-40%[inhibitor]	34%	18
17	12%	i	-3%	?
18	15%	-38%[inhibitor]	-4%	-2
19	3%	i	6%	4
20	4%	i	4%	5
21	3%	i	-4%	0
22	9%	-8%	-2%	0
23	18%	-2%&20%	21%	17
24	14%	i	-3%	30
25	?	i	3%	-16
26	7%	i	0%	23
27	11%	i	0%	2
28	29%	-22%	-3%	?
29	-8%	-6%[57.5 µM]	-5%	16
30	17%	-5%	5%	4

(next part)
nr	SMILES	Abeta rescue	GLP-1R inv ag	pAkt inh	aSyn rescue	FUS yeast rescue
31	COc1ccc(-n2c(Cc3cc(=O)[nH]c(=O)[nH]3)nnc2SCC(=O)NC2CCCC2)cc1	4%	0%	i	-9%	-12%
32	Cc1cccc(NC(=O)c2cnn(-c3ccc(F)cc3)c2C2CCNCC2)c1C	16%	-10%[7.66 µM]	i	1%	10%
33	COc1ccc(O)c(/C=N/NC(=O)CCC(=O)Nc2ccc(F)cc2)c1	-9%	?	i	-9%	27%
34	O=C(NNC(=O)c1csc(-c2cccs2)n1)c1ccc(Cl)cc1	-8%	-13%	i	17%	6%
35	Cc1ccc2sc(N3CCN(C(=O)c4ccc([N+](=O)[O-])o4)CC3)nc2c1C	-4%	-1%	i	-8%	34%
36	CC(=O)Nc1ccc2c(c1)C(=O)N(c1cccc(C)c1)C2=O	3%	16%	i	4%	-9%
37	COc1ccc(OC)c(NC(=O)COC(=O)C2CCC2)c1	-1%	15%	i	-4%	.
38	C#CCOC(=O)C(NC(=O)c1ccccc1)=C1CCCCC1	8%	-23%	i	9%	5%
39	CCOc1ncccc1C(=O)Nc1ccc(S(=O)(=O)N2CCCC2)cc1	-3%	66%[activator]	i	-5%	-4%
40	COc1ccc(CNC(=O)C2CC(=O)N(c3ccc(OCC(=O)N4C(C)CCCC4C)cc3)C2)cc1 (stereo unspecified)	4%[9.22 µM]	-17%	i	-4%	-17%
41	Cc1ccc(/C=C2\SC(=O)N(CCNC(=O)C3CSC4(C)CCC(=O)N34)C2=O)cc1 (stereo unspecified)	2%	?	i	2%	42%
42	Cc1c(Cc2ccccc2)c(=O)oc2cc(OCC(=O)NCC(O)c3ccccc3)ccc12 (stereo unspecified)	.	?	i	-8%	8%
43	CCC(=S)/C=C1\Sc2ccccc2N1CCCS(=O)(=O)O	0%	-13%	i	4%	-10%
44	CCC(C)/C(C)=N/NC(=O)c1cn(-c2ccccc2)nc1-c1ccccc1 (stereo unspecified)	12%	5%	i	0%	41%
45	Cc1ccc(Sc2ccc(S(=O)(=O)Nc3ccc(CC(=O)O)cc3)cc2)cc1C	0%	-4%	i	?	?

nr	TDP-43 yeast inh	PTHR1 agonist	GLP-1R agonist	DRD3 antagonist
31	-2%	-13%	-4%	20
32	10%	-9%	-5%	-2
33	-10%	i	4%	19
34	22µM*	i	-5%	-11
35	16%	-12%	0%	0
36	17%	i	9%	9
37	0%	8%	-1%	0
38	16%	-65%[inhibitor]	-5%	-16
39	-9%[0.397 µM]	-4%	7%	17
40	-17%	i	8%	13
41	26%	-32%[inhibitor]	9%	15
42	9%	-65%[inhibitor]	-3%	1
43	19%	i	-8%	-63*
44	-2%	-56%[inhibitor]	2%	-18
45	9%	-9%	-8%	12

Arranged by value in GLP-1R agonist (ascending): some entries from above.
| item | SMILES | GLP-1R agonist |
| --- | --- | --- |
| 9 | CCC(C#CCN1CCCCC1)(CC)OCCC#N | -20% |
| 43 | CCC(=S)/C=C1\Sc2ccccc2N1CCCS(=O)(=O)O | -8% |
| 42 | Cc1c(Cc2ccccc2)c(=O)oc2cc(OCC(=O)NCC(O)c3ccccc3)ccc12 (stereo unspecified) | -3% |
| 7 | CCCCNC(=O)c1nc(-c2ccncc2)oc1-c1ccccc1 | 10% |

Single records (already shown). Order of screens: Abeta rescue | GLP-1R inv ag | pAkt inh | aSyn rescue | FUS yeast rescue | TDP-43 yeast inh | PTHR1 agonist | GLP-1R agonist | DRD3 antagonist
CC1=C(C(=O)N(C(C)C)C(C)C)CC(CC(=O)NCCCN(C)C)C(=O)N1CCC1=CCCCC1 (stereo unspecified) in the list: -7% | 18% | i | ? | 5% | 17% | -5% | 5% | 4
O=C(CSc1nnc(CNC(=O)c2ccccc2)o1)NCC1CCCO1 (stereo unspecified) in the list: 9% | -1% | i | -1% | 8% | -16% | -18% | 6% | 8

Compound activity as filed in PubChem BioAssay.
